# HT1080NT lethal = qHTS for induction of synthetic lethality in tumor cells producing 2HG: qHTS for the HT-1080-NT fibrosarcoma cell line; HT-1080-NT fibrosarcoma viability, CellTiter-Glo ATP luminescence, 48 h; Potency, µM (titrated, usually from 46.1 µM), without a hit: at the highest dose activity, negative = less viability, actives largely listed as cytotoxic; hit rate 1.6% among 360,000;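 note: NT is the 2HG producing partner of a matched IDH1 knockdown line; potency is the fitted concentration of half-maximal effect; 0% = DMSO-treated cells and -100% = media-only wells without cells; nearly all actives have a fitted effect of over 55% in size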
#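 Toxicity toward the 2HG-producing NT line was scored as %Activity, normalised to DMSO and no-cell wells, from CellTiter-Glo luminescence after 48 hours' treatment.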
# KB-3-1 cytotox = qHTS assay for MDR1-selective chemotherapeutics: Primary screen using the parental adenocarcinoma cell KB-3-1. hit rate 1.4% among 400,000. Potency, µM (doses to about 46.1 µM), without a hit: at the highest dose activity change, negative = cytotoxic, actives largely listed as cytotoxic. KB-3-1 viability, CellTiter-Glo ATP luminescence, 72 h; note: potency is the fitted concentration of half-maximal effect; % is set by controls: 0 for no effect and ±100 for the full control effect; nearly all actives have a fitted effect of over 60% in size
#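 KB-3-1 cells, DMEM (no phenol red) + 10% FBS; compound by pin transfer, 72 h, 37 °C. Readout: CellTiter-Glo luminescence after 10 min. Data normalized, curve-fitted.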
# SW480 rereplic = A quantitative high throughput screen for small molecules that induce DNA re-replication in SW480 colon adenocarcinoma cells; Potency, µM (highest dose often 46.1 µM), inactives show top-dose re-replication activation, actives largely listed as activators; AID 624297, 2012; SW480 DNA re-replication, Hoechst DNA content imaging, 48 h; hit rate 1.8% among 340,000; note: potency is the fitted concentration of half-maximal effect; % of control where 0% means no effect; nearly all actives have a fitted effect of over 55% in size
#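 Per well, 250 cells were exposed to pinned compound for 48 hr. Nuclear DNA was visualised with Hoechst (40 min, 37 C) and total object intensity recorded by fluorescence scanning.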
# GLP1R cytotox = qHTS of GLP-1 Receptor Inverse Agonists: Cytotox Screen | HEK293 cAMP-luciferase reporter cells, luminescence, 24 h | Potency, µM (series often up to 38.3 µM), without a hit: top-dose activity change, negative = inhibition, hits mostly inhibitors | hit rate 0.13% among 410,000 | AID 624418, 2012;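 note: loss of luciferase light is scored as toxicity; potency is the fitted concentration of half-maximal effect; % is set by controls: 0 for no effect and ±100 for the full control effect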
#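 MLSMR compounds, 24 hr on cells at 37 deg C/5% CO2; luminescence after luciferase reagent (12 min RT). Inhibition counted as the undesired cytotoxic outcome.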
# IL-1B inflam inh = qHTS for Inhibitors of Inflammasome Signaling: IL-1-beta AlphaLISA Primary Screen; hit rate 4.7% among 360,000; activity change, % at 57.5 µM; THP-1 LPS/ATP IL-1B secretion, AlphaLISA, 16 h; stronger effect = lower value; AID 743279, 2014; in the data active = activity change below about -50%; inconclusive = mostly about -30% to -49%; note: % is set by controls: 0 for no effect and ±100 for the full control effect
#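 Secreted IL-1B measured by AlphaLISA bead assay after 16 h compound exposure of THP-1 cells; compounds (final up to 57.5 uM) added 1 h before LPS (250 ng/mL) and ATP (1.25 mM) stimulation; lower signal means less secretion.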
# KB-V1 MDR tox = qHTS assay for MDR1-selective chemotherapeutics: Primary screen using the drug-selected MDR subline cells KB-V1; AID 1347076, 2019; hit rate 3.4% among 400,000; KB-V1 MDR cells viability, CellTiter-Glo, 72 h; Potency, µM (top dose mostly 46.1 µM), inactives show top-dose activity change, negative = cytotoxicity, actives largely listed as cytotoxic; note: potency is the fitted concentration of half-maximal effect; % is set by controls: 0 for no effect and ±100 for the full control effect; nearly all actives have a fitted effect of over 60% in size
#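 Compound-treated KB-V1 multidrug-resistant cells, 72 h, 37 degrees C; viability by CellTiter-Glo. Fitted qHTS curves give the values.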
# HT1080 IDH1KD tx = qHTS for induction of synthetic lethality in tumor cells producing 2HG: qHTS for the HT-1080-IDH1KD cell line. HT-1080 IDH1 knockdown viability, ATP luminescence, 48 h. hit rate 2% among 360,000. Potency, µM (top dose mostly 46.1 µM), for inactives: at the highest dose activity, negative = toxicity, usual class: cytotoxic;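 note: potency is the fitted concentration of half-maximal effect; 0% = DMSO wells and -100% = cell-free medium wells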
#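 IDH1KD HT-1080 cells, 750/well, RPMI + 5% FBS; compound pinned after 2 h settling; 48 h, 37 °C; CellTiter-Glo luminescence; % activity normalised to DMSO and no-cell wells; curves fitted, classed by r2 and efficacy.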
# DRD3 agonist = qHTS of D3 Dopamine Receptor Agonist: qHTS | D(3) dopamine receptor (Homo sapiens), P35462 | D3R DiscoveRx beta-arrestin cells, luminescence, 90 min | max activation, % | hit rate 0.58% among 410,000; in the data active = max activation above about 30%; note: 0% is about no effect; mostly tested at two doses, the higher about 12 µM
# Target sequence (P35462 whole entry, looked up): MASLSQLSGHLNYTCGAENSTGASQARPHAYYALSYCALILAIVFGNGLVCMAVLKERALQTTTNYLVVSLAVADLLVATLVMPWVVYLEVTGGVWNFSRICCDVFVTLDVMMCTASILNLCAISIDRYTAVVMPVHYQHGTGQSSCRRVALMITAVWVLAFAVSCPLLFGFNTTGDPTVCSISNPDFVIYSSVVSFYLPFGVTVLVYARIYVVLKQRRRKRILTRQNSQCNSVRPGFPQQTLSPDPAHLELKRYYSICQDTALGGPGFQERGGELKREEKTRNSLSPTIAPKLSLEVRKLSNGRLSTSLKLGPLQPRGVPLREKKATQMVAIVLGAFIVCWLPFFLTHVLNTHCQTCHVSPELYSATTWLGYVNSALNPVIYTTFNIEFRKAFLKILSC
#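 Agonist-mode cell screen: cells plated at 1500/well and incubated overnight at 37 °C, then exposed to library compounds for 90 min at 37 °C. Detection reagent was added for 30–60 min at room temperature, and luminescence was read.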
# MCF10A rereplic = A quantitative high throughput screen for small molecules that induce DNA re-replication in MCF 10a normal breast cells | MCF 10A DNA re-replication, Hoechst nuclear intensity, 48 h | Potency, µM (highest dose often 46.1 µM), for the others: top-dose activity, positive = re-replication, most hits filed as activators | hit rate 2.9% among 350,000 | AID 624296, 2012; note: potency is the fitted concentration of half-maximal effect; % of control where 0% means no effect; nearly all actives have a fitted effect of over 50% in size
# An asterisk follows results filed as active; i = inactive; ? = inconclusive; . = not tested or not shown; & = joins results of further samples; [ ] = dose if it differs, or a comment. Unless noted, calls come from the whole dose curve; as a rule, active = well fitted curve in the direction sought with a large enough effect; inconclusive = small, poorly fitted or top-dose-only effect, or another doubt; inactive = no such curve, though single readings can be large; an effect the other way counts as inactive or inconclusive. Outcome played no part in choosing rows. About 11% of those tested had a hit in this group.
# Preview (2 entries):
SMILES,HT1080NT lethal,KB-3-1 cytotox,SW480 rereplic,GLP1R cytotox,IL-1B inflam inh,KB-V1 MDR tox,HT1080 IDH1KD tx,DRD3 agonist,MCF10A rereplic
O=C(Nc1cccc2ccccc12)N1N=CCC1c1ccccc1 (stereo not given),-3%,6%,-7%,21%,.,?,-5%,-18,21%
Clc1ccc(OCc2nc3ccccc3[nH]2)cc1,-2%,0%,-3%,0%,-51*,-5%,-22%,-5,12%

# The whole of this part, previewed entries included:
SMILES,HT1080NT lethal,KB-3-1 cytotox,SW480 rereplic,GLP1R cytotox,IL-1B inflam inh,KB-V1 MDR tox,HT1080 IDH1KD tx,DRD3 agonist,MCF10A rereplic
O=C(Nc1cccc2ccccc12)N1N=CCC1c1ccccc1 (stereo not given),-3%,6%,-7%,21%,.,?,-5%,-18,21%
Clc1ccc(OCc2nc3ccccc3[nH]2)cc1,-2%,0%,-3%,0%,-51*,-5%,-22%,-5,12%
CC(C)CN(C(=O)COC(=O)c1ccc2ccccc2n1)C1CCS(=O)(=O)C1 (stereo not given),16%,8%,1%,5%,8,4%,25%,-1,-2%
COc1ccc(C(=S)N2CCN(C)CC2)cc1,10%,6%,-1%,-3%,12,17%,10%,2,?
O=C(CN1CCN(Cc2ccc(F)cc2)C1=O)NCc1ccc(F)cc1,.,-11%,.,-15%,.,-8%,.,-11,.
CC(=O)/C(=N/Nc1ccccc1)N1CCOCC1,5µM*,0%,-10%,-22%,-12,-25%,-16%,-23,22%
COCCn1c(N2CCN(c3ccc(OC)cc3)CC2)nc2c1c(=O)[nH]c(=O)n2C,10%,0%,-5%,-1%,-21,0%,17%,1,?
CCn1cc(C(=O)NC2CCCCC2C)c(=O)c2ccc(C)nc21 (stereo not given),8%,-15%,-2%[9.22 µM],2%,-21,-15%,15%,3,3%
COc1ccc(NC(=O)COC(=O)c2cccc(S(=O)(=O)N3CCCCC3)c2)c(OC)c1,-6%,0%,-14%,7%,-1,?,1%,2,14%
CSc1nnc2c(n1)OC(c1ccc(C(=O)O)cc1)N(C(C)=O)c1ccccc1-2 (stereo not given),-2%,13%,-7%,-5%,4,-13%,10%,5,-4%
N#Cc1ccc(CN2CCN(C(=O)c3ccc(S(=O)(=O)NCc4ccco4)cc3)CC2)cc1,0%,?,-4%,15%,22,0%,-19%,-3,16%
COc1ccc(Br)cc1/C=N/NC(=O)CNC(=O)/C=C/c1ccccc1,?,-26%,2%,10%,89,-18%,?,-11,?
CC(=O)C1=C(O)C(=O)N(c2ccc(Br)cc2)C1c1ccc(Br)cc1 (stereo not given),?,-10%,-18%,3%,48,-16%,-22%,0,2%
CCOCc1nnc(NC(=O)CSc2ccccc2)s1,11%,11%,-7%,-11%,0,-3%,14%,-2,-1%
COc1cccc(C(=O)Nc2ccc3nc4n(c(=O)c3c2)CCCCC4)c1,0%,?,.,-13%&-7%,5,?,-10%,2&0,.
CC(C)CC(=O)NCC(c1ccc2c(c1)OCO2)N1CCN(c2ccc(F)cc2)CC1 (stereo not given),.,-6%,.,1%,.,-1%,.,-19,.
COc1cc(OC)c2c(c1)C(=O)OC2,0%,-2%,-109%[inhibitor],4%,0,3%,9%,4,-1%
COc1ccc(NC(=O)CCNC(=O)c2ccccc2Cl)cc1S(=O)(=O)N1CCCCC1,2%,0%,.,1%,32,-19%,6%,4,.
CC(C)c1ccc(C(=O)N2CCN(CCO)CC2)cc1,0%,12%,-4%,-2%,7,3%,1%,-22,1%
COc1ccc(NC(=O)CSc2nnc(Cn3c(=O)sc4ccccc43)n2C)cc1OC,8%,1%,-3%,2%,4,1%,4%,-1,1%
CCOc1ccc(CCNC(=O)C2CCN(S(=O)(=O)c3ccc(C)cc3)CC2)cc1OCC,-2%,-1%,?,10%,0,-29%,3%,3,-3%
CC(=O)Nc1ccc(OCC(=O)c2ccc(C)cc2C)cc1,-2%,-11%,-2%,33%,-2,-3%,-5%,-5,-3%
Cc1ccccc1SCC(=O)Nc1cccc(C#N)c1,-10%,-3%,-10%,-18%,-9,-15%,5%,-1,-5%
COc1ccc(NC(=O)C2CCC(CNS(=O)(=O)c3ccc4c(c3)C(C)(C)C(=O)N4C)CC2)cc1 (stereo not given),.,0%,.,-2%,.,15%,.,0,.
COc1ccc(S(=O)(=O)NCC2CCCN(Cc3cccnc3)C2)cc1 (stereo not given),3%,-4%,-15%,3%,1,-17%,4%,-13,1µM*
COc1ccccc1NC(=O)CSc1nc(N)c(C#N)cc1C#N,15%,5%,-21%,-3%,-9,-4%,-12%,0,7%
CSc1nnc2n(-c3cccc(C)c3)c(=O)c3c4c(sc3n12)CCCC4,.,-12%,.,-14%,.,?,.,-8,.
COc1ccc(C)cc1S(=O)(=O)N(C)CC(N)=O,13%,5%,-1%,2%,-4,-5%,4%,1,5%
COc1ccc(-c2noc(C3CCCN(S(=O)(=O)c4cccc(Cl)c4C)C3)n2)cc1OC (stereo not given),4%,4%,4%,1%,15,18µM*,11%,12,?
O=C(Nc1ccc(Nc2ccccc2)cc1)c1ccccc1F,-15%,-13%,4.6µM*,1%,-97*,0%,-19%,14,?
CC(C)(C)S(=O)(=O)c1ccccc1C(=O)O,20%,18%,-5%,1%,-1,?,16%,-6,2%
O=C(COC(=O)C1COc2ccccc2O1)NC(=O)NC1CCCCC1 (stereo not given),-1%,10%,2%,-14%,15,-6%,2%,-2,4%
N#Cc1ccc(C23CC4(C2)[C@H](CN(Cc2ccc(-c5ccccc5)cc2)[C@@H]4c2ccccc2)C3c2ccc(C(F)(F)F)cc2)cc1 (stereo not given in full),2%,0%,-7%,-11%,1,-8%,6%,4,-18%
O=C(Nc1ccccc1)c1nc[nH]c1C(=O)NCCNC(=O)c1[nH]cnc1C(=O)Nc1ccccc1,?,5%,6%,-23%,-1,7%,-18%,69*,?
O=C(c1ccc(Cl)cc1)c1cnc(Nc2ccccc2)s1,-19%,-4%,22%,0%,-11,-23%,-16%,-4,8%
O=C1CCc2cc(S(=O)(=O)NCCCC(=O)N3CCN(Cc4ccc5c(c4)OCO5)CC3)ccc2N1,-2%,-13%,-50%[inhibitor],-5%,28,4%,-1%,1,6%
CCSc1nnc([C@H](Cc2c[nH]c3ccccc23)NC(=O)OC(C)(C)C)o1,-2%,-3%,3%,-23%,-5,?,10%,-1,432%[0.0737 µM]
CCC(CO)N=CC1=C(O)CC(c2ccccc2)CC1=O (stereo not given),5%,-12%,-3%,-3%,-3,-17%,16%,3,-1%
Cc1cc(C)n(CC(=O)Nc2ccccc2)n1,10%,-4%,-5%,2%,11,2%,8%,-7,0%
O=C(N/N=C/C1CC=CCC1)c1cc2ccccc2cc1O (stereo not given),?,13%,-4%,-1%,76,6%,18µM*,2,?
O=C(CC(c1ccccc1)c1ccco1)N1CCOCC1 (stereo not given),13%,-3%,-7%,-14%,-3,4%,9%,3,-1%
COc1ccc(C(=O)COC(=O)Cn2cnc3c2c(=O)n(C)c(=O)n3C)c(OC)c1,17%,1%,?,3%,-1,-8%,8%,14,4%
CCCn1nnc(NC(=S)NC(=O)Cc2ccccc2)n1,-24%,-7%,?,?,90,19%,?,-13,-4%
Cc1c(O)c(CN(C)C)cc2c1oc(=O)c1ccccc12,3%,-2%,0%,10%,?,?,9%,3,-18%
Cc1n[nH]c2c([N+](=O)[O-])c(=O)[nH]c(=O)n12,3%,1%,-6%,-12%,-15,16%,13%,5,-4%
O=C(NCc1ccc(F)cc1)C1CCCN(S(=O)(=O)c2cccc3nsnc23)C1 (stereo not given),-4%,-13%,8%,4%,-3,?,0%,4,-2%
CCc1cccc(CC)c1NC(=O)CN1C2CCCC1CC(NC(=O)Nc1cccc(OC)c1)C2 (stereo not given),?,?,9%,-4%,?,21µM*,?,-17,12%
CCC(=O)NC(=S)Nc1ccc2oc(-c3ccc(OC)cc3)nc2c1,23%,?,-2%,4%,4,-10%,22%,-1,-6%
CCOc1ccccc1NC(=O)CSc1nccn1-c1cccc(C)c1,.,-8%,.,1%,.,?,.,-11,.
O=C(CCl)NCCCCCCCCCNC(=O)CCl,16µM*,?,?,?,-90*,?,15µM*,-3,?
CCc1ccc(NC(=O)Nc2nnc(N(C)C3CCCCC3)s2)cc1,.,-28%,.,0%,.,0%,.,-9,.
CCCCn1c(N)c(N(CC(C)C)C(=O)CCN2C(=O)C3CC=CCC3C2=O)c(=O)[nH]c1=O (stereo not given),-1%,4%,.,2%,-1,-12%,-3%,3,.
COc1ccc(Cc2noc(CN(C)C3CC(C)(C)NC(C)(C)C3)n2)cc1OC,20%,-25%,-12%,2%,29,1%,3%,7,4%
CC1CCCC(C)N1C(=O)COC(=O)c1nn(C)c(=O)c2ccccc12 (stereo not given),0%,1%,13%,-3%,22,0%,0%,14,0%
CC(=O)c1cccc(CN2CCCCC2C(=O)Nc2ccc(Oc3ccccc3)nc2)c1 (stereo not given),0%,0%,21%,-3%,i,?,-18%,4,-8%
COc1ccc(-c2nc3c(c(=O)[nH]c(=O)n3Cc3ccccc3)n2Cc2ccccc2)cc1,?,?,3%,-14%,?,3.7µM*,?,0,?
Cc1ccc2nc(NCCc3ccc(Cl)cc3)c3nncn3c2c1,1%,-5%&1%,-1%,8%&13%,0,-3%&-1%,0%,-1&6,-1%
